E-sel inducer – E-selectin induction in HUVECs, primary screen, imaging, HUVEC, immunofluorescence imaging, single point; P16581; activation, % at 7.58 µM; AID 686992, 2013; 260,000 tested, 0.37% active; normalized: neutral wells 0, TNF-alpha wells 100;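 active = mean E-selectin-positive cell signal at least 10% of the positive control, reached in at least 60% of replicates, without over 20% cell loss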;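 also: in these data hits start at about 27%; measured in HUVEC primary endothelial cells; signal is the percent of cells scored E-selectin positive by PE staining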
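material = human umbilical vein endothelial cells (HUVEC), E-selectin induction | quantity = 3,000 cells/well | medium = EGM-2 growth medium on 0.1% gelatin-coated wells | technique = immunofluorescence imaging | read-out basis = % PE-positive cells | control set = TNF-alpha positive control, DMSO neutral control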
RAD52 inh – RAD52 DNA annealing inhibitors, primary screen, biochemical, FRET, single point, set 2. 360,000 tested, 0.46% active. inhibition, % at 18.7 µM. recombinant RAD52 DNA annealing, FRET fluorescence. DNA repair protein RAD52 homolog (Homo sapiens), P43351;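 active = every replicate showing at least 50% inhibition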
XiGFP reactiv – activators of inactive X chromosome reactivation, primary screen, imaging, XiGFP fibroblasts, GFP high-content imaging, set 2 | XiGFP mouse fibroblasts, % GFP-positive cells imaging, 3 d; cells co-treated with 5-aza-dC sensitizer; scaled so ellipticine positive control = 100% | activation, % at 7.58 µM | 360,000 tested, 0.055% active | AID 743238, 2013;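 active = mean normalized replicate activation at least 10% and every replicate at or above 10%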;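 also: 0% = median of on-plate neutral control wells and 100% = ellipticine 6 µM median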
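System: 68-5-11 XiGFP fibroblast line; Timing: 3 days compound exposure; Compound dosing: one concentration, pinned; Benchmarks: positive control ellipticine, 6 µM final; Buffer or medium: DMEM containing 5-aza-dC.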
esBAF inh – Bmi1 luciferase reporter increase in mESCs, primary screen, esBAF inhibitor project, mouse ES cells, Bmi1 luciferase knock-in, single point; 24 h; 100% = twice the neutral-well signal; reporter increase, % at 12.5 µM; 350,000 tested, 2% active; in the data active = activation above about 40%;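 also: 0% = median of the plate's neutral control wells and 100% = double that signal; a rise in the Bmi1 reporter signal indicates esBAF inhibition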
EWS-Fli block – EWS/Fli-driven NR0B1 reporter inhibitors, primary screen, A673 cells, NR0B1 luciferase, luminescence, MLPCN library; viability-normalised; inhibition, % at 12.6 µM; 350,000 tested, 0.67% active; AID 651661, 2012;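 active = mean inhibition of at least 50% after viability correction, with every replicate also passing that limit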;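 also: firefly luciferase signal divided by Alamar Blue viability fluorescence both relative to DMSO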
FN deposit inh – inhibitors of fibronectin matrix deposition, primary screen, AH1F cells, Alexa488-fibronectin fluorescence, plate reader. AH1F fibroblasts, overnight. inhibition, % at 12.6 µM. 350,000 tested, 0.086% active;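 active = mean inhibition across replicates of 30% or more, regardless of how many single replicates reach that level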;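 also: positive control wells lacked labelled fibronectin entirely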
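Assay system: AH1F fibroblast monolayer, labelled fibronectin deposition. Amount: 10000 cells per well. Also added: labelled fibronectin 24 nM. Compound: single-point pinned compound. Incubation: cell attachment 1 h, compound and FN exposure overnight. Detection: fluorescence after three HBSS washes, excitation 485 nm, emission 525 nm. Read-out: inhibition of fibronectin deposition signal.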
RAD54 branch – inhibitors of human RAD54 branch migration, primary screen, biochemical, fluorescence, single point; AID 602329, 2012; DNA repair and recombination protein RAD54-like (Homo sapiens), Q92698; 360,000 tested, 0.14% active; inhibition, % at 10.4 µM; RAD54 Holliday junction branch migration, FAM/BHQ fluorescence;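 active = mean normalized replicate activity at least 40 and at least half of replicates scoring 40 or more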;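 also: 0% = median of neutral control wells and 100% = median of positive control wells; inhibitors cause a drop in the FAM fluorescence signal; in these data hits start at about 50%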
Target sequence (Q92698 whole entry, looked up): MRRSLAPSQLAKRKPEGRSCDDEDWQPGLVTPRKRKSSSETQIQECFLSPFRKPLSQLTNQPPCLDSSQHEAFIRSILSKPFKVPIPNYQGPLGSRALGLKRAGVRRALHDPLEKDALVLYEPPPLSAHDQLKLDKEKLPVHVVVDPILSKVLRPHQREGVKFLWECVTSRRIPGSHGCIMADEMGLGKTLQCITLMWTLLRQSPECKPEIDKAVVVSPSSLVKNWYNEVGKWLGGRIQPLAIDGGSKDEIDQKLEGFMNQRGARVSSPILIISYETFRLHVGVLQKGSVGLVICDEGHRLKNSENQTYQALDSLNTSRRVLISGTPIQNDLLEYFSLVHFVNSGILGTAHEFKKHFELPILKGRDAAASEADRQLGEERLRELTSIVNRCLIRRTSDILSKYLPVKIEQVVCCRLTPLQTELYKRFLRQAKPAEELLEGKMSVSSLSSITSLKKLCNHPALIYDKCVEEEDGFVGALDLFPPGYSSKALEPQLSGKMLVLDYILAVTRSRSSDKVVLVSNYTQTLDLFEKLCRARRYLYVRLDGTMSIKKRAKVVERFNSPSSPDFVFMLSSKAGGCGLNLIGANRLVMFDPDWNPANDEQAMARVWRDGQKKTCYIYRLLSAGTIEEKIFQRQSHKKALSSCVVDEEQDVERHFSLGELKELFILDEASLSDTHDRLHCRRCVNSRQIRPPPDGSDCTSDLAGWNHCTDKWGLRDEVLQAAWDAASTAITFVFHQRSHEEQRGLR
S100A4 inh HTS – inhibitors of S100A4-myosin IIA peptide binding, primary screen, biochemical, fluorescence polarization, TAMRA-MyoIIA peptide; 360,000 tested, 0.14% active; AID 652163, 2013; inhibition, % at 10.7 µM;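 active = mean inhibition of at least 70% across replicates, with every replicate also reaching that level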
Target sequence (P26447 whole entry, looked up): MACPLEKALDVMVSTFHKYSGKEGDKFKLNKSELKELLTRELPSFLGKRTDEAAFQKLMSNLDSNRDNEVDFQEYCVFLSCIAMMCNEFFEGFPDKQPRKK
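Material: S100A4 monomer (human). Medium: Calcium-containing HEPES buffer, pH 7.2. Probe or stimulus: labelled myosin peptide probe, 5 nM. Compound dosing: one concentration per compound. Timing: polarization read 5 min after assay mix addition, stable 5–60 min. Benchmarks: DMSO as neutral control, TFP as positive control.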
Active calls of the source: *; · = not tested or not shown.

(1) Cc1ccc(S(=O)(=O)N(C)C[C@H]2Oc3ccc(NC(=O)Nc4ccc(F)cc4)cc3CC(=O)N([C@@H](C)CO)C[C@H]2C)cc1
(2) CC1=C(C(=O)N(C(C)C)C(C)C)CC(CC(=O)NCc2ccco2)C(=O)N1Cc1ccccc1 (stereo not given)
(3) CC(C)Cc1ccc(-c2cc3nc(NCC4CC4)ccn3n2)cc1
(4) O=C(C[C@@H]1C[C@@H]2c3cc(NC(=O)C4CCC4)ccc3O[C@@H]2[C@H](CO)O1)NCc1ccccc1F
(5) CN(C)CC(=O)N1[C@H](C#N)[C@@H](c2ccc(-c3cccc(C(=O)N(C)C)c3)cc2)[C@@H]1CO
(6) CC(=O)C[C@@H](O)CC(=O)[C@@H]1OC(=O)CCCCCCCc2ccccc21
(7) COc1ccc(OC)c(NC(=O)c2cc3ccccc3cc2OC)c1
(8) O=C(NCCc1ccccc1)C1CCN(C2CCN(C(=O)CC3=CCCCC3)CC2)CC1
assay / compound,1,2,3,4,5,6,7,8
E-sel inducer,1.3,0.0,2.2,-0.2,0.1,0.0,·,0.0
RAD52 inh,-2,-1,-61,-2,-11,-14,-7,-25
XiGFP reactiv,0.0,0.1,0.0,0.0,-0.1,-0.1,0.0,-0.1
esBAF inh,-3,1,83*,4,-4,-8,13,6
EWS-Fli block,3,-7,-73,-4,3,0,-35,-36
FN deposit inh,·,3,·,-5,-3,-7,1,0
RAD54 branch,0,6,11,-4,-2,6,2,-4
S100A4 inh HTS,-13,0,-1,7,12,1,1,-1

6 of the entries above in order of their number in esBAF inh, high to low:
No.	molecule	esBAF inh
3	CC(C)Cc1ccc(-c2cc3nc(NCC4CC4)ccn3n2)cc1	83*
8	O=C(NCCc1ccccc1)C1CCN(C2CCN(C(=O)CC3=CCCCC3)CC2)CC1	6
4	O=C(C[C@@H]1C[C@@H]2c3cc(NC(=O)C4CCC4)ccc3O[C@@H]2[C@H](CO)O1)NCc1ccccc1F	4
2	CC1=C(C(=O)N(C(C)C)C(C)C)CC(CC(=O)NCc2ccco2)C(=O)N1Cc1ccccc1 (stereo not given)	1
1	Cc1ccc(S(=O)(=O)N(C)C[C@H]2Oc3ccc(NC(=O)Nc4ccc(F)cc4)cc3CC(=O)N([C@@H](C)CO)C[C@H]2C)cc1	-3
5	CN(C)CC(=O)N1[C@H](C#N)[C@@H](c2ccc(-c3cccc(C(=O)N(C)C)c3)cc2)[C@@H]1CO	-4

(cont.)
(9) Cc1ccc(S(=O)(=O)Nc2ccc3c(c2)CC(=O)N([C@@H](C)CO)C[C@H](C)[C@@H](CN(C)Cc2ccc(Cl)c(Cl)c2)O3)cc1
(10) COC(=O)c1cc(NC2c3ccccc3C(=O)N2Cc2ccco2)cc(C(=O)OC)c1 (stereo not given)
(11) COc1cc(NC(=O)c2cccc(Br)c2)nc(OC)n1
(12) CN(C)C(=O)C[C@H]1CC[C@H]2[C@@H](COC[C@H](O)CN2C(=O)C2CCCC2)O1
(13) CCN(C(=O)CSc1nnc(C)n1Cc1ccccc1)C1CCS(=O)(=O)C1 (stereo not given)
(14) Cc1cccc(CN(C)C[C@H]2OCc3cn(nn3)CCCC(=O)N([C@@H](C)CO)C[C@H]2C)c1
(15) CCc1ccccc1OCC(=O)Nc1nnc(C2CC2)s1
(16) CCCNC(=O)N1CC(=O)N2[C@H](CO)[C@@H](c3ccc(-c4ccc(F)cc4)cc3)[C@@H]2C1
assay / compound,9,10,11,12,13,14,15,16
E-sel inducer,0.2,-2.0,-0.7,0.2,·,0.6,-0.3,0.2
RAD52 inh,-9,-2,-14,-54,-19,11,-20,-7
XiGFP reactiv,0.8,0.1,-0.1,0.0,0.2,1.2,0.3,0.0
esBAF inh,-4,-3,·,1,-9,1,1,·
EWS-Fli block,7,-7,-104,0,2,-2,1,11
FN deposit inh,-14,-4,-1,-4,-10,3,8,-5
RAD54 branch,7,-5,·,0,·,7,0,·
S100A4 inh HTS,-13,3,-4,-10,11,-6,-5,-3

(17) O=C(CSc1nnc(-c2ccc(F)cc2)c2ccccc12)NCC1CCCO1 (stereo not given)
(18) [C-]#[N+][C@H](O[C@@H]1O[C@H](CO)[C@@H](O)[C@H](O)[C@H]1O)c1ccccc1
(19) CCOc1ccc(S(=O)(=O)NCCCl)cc1
(20) CC1(Cc2ccc3c(c2)OCO3)C(=O)Nc2ccc(-c3cccc(C(F)(F)F)c3)cc21 (stereo not given)
(21) Cc1cc(-c2nn(-c3ccccc3F)cc2CN2CCC(C(N)=O)CC2)c(C)s1
(22) O=C(C[C@H]1CC[C@@H]2[C@H](COC[C@@H](O)CN2S(=O)(=O)c2cccc(Cl)c2)O1)NC1CCCC1
(23) Cc1ccc(C2=Nc3cccnc3C(c3ccccc3)=NN2)cc1
(24) N#CC1=C(N)C(C#N)(C#N)[C@H](c2cccnc2)[C@H]2CN(C(=O)OCc3ccccc3)CC=C12
assay / compound,17,18,19,20,21,22,23,24
E-sel inducer,0.1,·,1.6,·,14,0.1,·,-0.4
RAD52 inh,-39,-6,6,-10,-12,40,-36,-134
XiGFP reactiv,-0.3,·,0.0,0.0,0.0,-0.1,0.0,0.0
esBAF inh,·,-4,·,7,-5,3,·,10
EWS-Fli block,17,1,-9,19,-2,0,-158,2
FN deposit inh,-8,·,-3,-3,3,-2,·,12
RAD54 branch,·,0,·,0,·,-10,·,-3
S100A4 inh HTS,3,2,-5,-13,-4,12,11,1

(25) Cc1cc2nc(C3CCN(Cc4nnnn4Cc4cccs4)CC3)[nH]c2cc1C
(26) C[C@@]12C(=O)Nc3ccccc3C(=O)N1[C@H]1c3cc(Br)ccc3OC[C@@H]1[C@@H]2c1ccccc1
(27) COc1ccccc1NC(=S)NC(=O)C(C)(C)C
(28) Cc1ccc(S(=O)(=O)N2CCN(C(=O)CNC(=O)c3ccc(Cl)cc3)CC2)cc1
(29) C/C=C/c1ccc([C@H]2[C@H](CO)N(C(=O)NCCC)[C@H]2CNC(=O)C2CC2)cc1
(30) CN(C)CCNC(=O)c1c(NC(=O)c2ccccc2)sc2c1CCCC2
(31) C[C@@H]1CN([C@@H](C)CO)C(=O)c2cc(NC(=O)NC3CCCCC3)ccc2O[C@@H](C)CCCCO[C@H]1CN(C)Cc1ccc2c(c1)OCO2
(32) CC(C)NC(=O)NCC[C@@H]1CC[C@@H](NC(=O)CCN2CCCCC2)[C@@H](CO)O1
assay / compound,25,26,27,28,29,30,31,32
E-sel inducer,·,0.1,·,0.4,-0.7,·,-0.1,-0.3
RAD52 inh,-1,-10,4,-7,·,53*,29,·
XiGFP reactiv,·,-0.2,·,0.2,0.0,0.0,-0.1,-0.4
esBAF inh,-8,-5,6,-12,6,1,-3,-3
EWS-Fli block,40,56*,4,-1,-8,-54,9,·
FN deposit inh,·,-1,·,2,·,4,·,3
RAD54 branch,2,4,-11,0,1,58*,2,·
S100A4 inh HTS,-2,2,0,-2,·,-8,1,·

(33) O=S(=O)(c1ccc(F)cc1)N1CCc2ccccc21
(34) O=C(NCCN1CCCCC1)[C@@H]1N[C@@H]2c3ccc(-c4ccc(F)cc4)c(=O)n3C[C@@H]2[C@H]1CO
(35) Cc1nc(Nc2cccc(C(C)O)c2)c2nnn(Cc3ccccc3F)c2n1 (stereo not given)
(36) CC1CN(C(=O)COC(=O)Cc2c(Cl)cccc2Cl)CC(C)O1 (stereo not given)
(37) CCc1nnc(NC(=O)C2=NN(C3CCS(=O)(=O)C3)C(=O)CC2)s1 (stereo not given)
(38) O=C(NCCc1ccccc1)[C@@H]1[C@@H](CO)[C@@H]2Cn3c(cccc3=O)[C@H]1N2C(=O)C1CC1
(39) C[C@H]1CN([C@@H](C)CO)C(=O)c2cc(NS(C)(=O)=O)ccc2O[C@@H]1CN(C)Cc1ccncc1
(40) O=C(N[C@@H](Cc1cccnc1)C(=O)N1CCC[C@H]1C(=O)NCc1ccccc1)c1ccc(Cl)cc1Cl
assay / compound,33,34,35,36,37,38,39,40
E-sel inducer,·,0.0,3.5,1.1,·,0.2,-8.5,0.1
RAD52 inh,-275,-3,-17,7,-1,7,0,9
XiGFP reactiv,0.0,0.2,0.1,0.0,0.0,0.2,0.1,0.3
esBAF inh,-2,3,·,4,·,-1,-4,·
EWS-Fli block,10,9,4,-5,-2,-2,-2,2
FN deposit inh,-6,·,7,5,5,·,·,5
RAD54 branch,-15,6,·,-1,·,3,-6,·
S100A4 inh HTS,-90,-2,-7,1,2,6,3,-7

(41) CN(C)C(CNC(=O)c1sc2ccccc2c1Cl)c1ccco1 (stereo not given)
(42) O=C(Nc1ccccc1NC(=O)c1c(F)cccc1F)c1c(F)cccc1F
(43) C[C@@H]1CN([C@@H](C)CO)C(=O)c2cc(NS(C)(=O)=O)ccc2O[C@@H](C)CCCCO[C@@H]1CN(C)Cc1ccc2c(c1)OCO2
(44) N#C/C(=C/c1ccc([N+](=O)[O-])cc1)C(=O)Nc1ccccc1O
(45) CCCN(C)C[C@H]1Oc2ncc(C#CCN(C)C)cc2C(=O)N([C@@H](C)CO)C[C@H]1C
(46) CC(=O)c1cccc(-c2ccnc3c2CC(C(=O)Nc2cccnc2)O3)c1 (stereo not given)
(47) Fc1ccccc1-c1ccc(/C=N/Nc2nc3ccccc3[nH]2)o1
(48) COc1ccc(S(=O)(=O)N2CCN(C(=O)c3cc(-c4ccc(Br)cc4)n[nH]3)CC2)cc1OC
assay / compound,41,42,43,44,45,46,47,48
E-sel inducer,0.0,0.1,-0.3,·,0.0,-0.1,·,·
RAD52 inh,-27,-14,-11,-23,3,-2,3,-10
XiGFP reactiv,0.0,0.1,0.0,0.0,0.5,0.0,-0.1,0.2
esBAF inh,37,-7,-1,·,2,5,·,-4
EWS-Fli block,-78,-6,0,6,7,10,-13,24
FN deposit inh,12,2,·,0,·,-3,-5,11
RAD54 branch,3,-7,11,1,-8,-1,·,-5
S100A4 inh HTS,13,2,2,-2,2,-1,-1,-5

Results in sequence from the entries so far.
Compounds 43–48 in EWS-Fli block: 0, 6, 7, 10, -13, 24
Compounds 43–48 in FN deposit inh: ·, 0, ·, -3, -5, 11
Compounds 43–48 in XiGFP reactiv: 0.0, 0.0, 0.5, 0.0, -0.1, 0.2

(further entries)
(49) Nc1nc(-c2ccc(Cl)cc2)c(S(=O)(=O)c2ccccc2)s1
(50) O=C(NCCN1CCOCC1)c1c(O)nc2ccccn2c1=O
(51) Cc1ccc(NC(=O)Cn2c([N+](=O)[O-])cnc2C)cc1
(52) COc1ccc(CCNC(=O)COc2ccc(S(=O)(=O)NC(C)C)cc2Cl)cc1OC
assay / compound,49,50,51,52
E-sel inducer,-1.2,·,·,·
RAD52 inh,-8,-6,10,-14
XiGFP reactiv,0.0,0.0,0.0,·
esBAF inh,·,-1,·,7
EWS-Fli block,-2,·,-11,11
FN deposit inh,3,0,·,·
RAD54 branch,·,-12,·,-10
S100A4 inh HTS,2,-5,-9,4

Screens as filed in PubChem.
